# Assay outcomes (PubChem)
# VEEV TC-83 Vero = inhibitors of VEEV TC-83 cytopathic effect, confirmation, Vero cells (AID 588727); one-dose inhibition, % at 20 µM; IC50 in µM for titrated hits; Vero cells, VEEV TC-83 cytopathic effect inhibition; higher % means a stronger effect; hit rate 0.13% among 350,000; in the data active means a potency from the dose series; inconclusive means inhibition mostly from about 14% at the one dose, without a potency; inactive means the rest, 99 in 100 with inhibition below about 12%; further: strong numbers were not always called active
# Salmonella PhoP GFP = PhoP regulon inhibitors, Salmonella typhi PhoP promoter GFP reporter, confirmatory (AID 1850); Salmonella Typhi PhoP-promoter GFP reporter, fluorescence, 4 h; higher % means a stronger effect; inhibition, % at 50 µM; hits with a dose series show IC50 in µM; hit rate 0.33% among 310,000; in the data active means a potency from the dose series; inconclusive means inhibition mostly from about 25% at the one dose, without a potency; inactive means the rest, 99 in 100 with inhibition below about 19%;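 further: 0% = induced wells with vehicle and 100% = uninduced wells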
# M. tuberculosis = growth inhibition of non-replicating M. tuberculosis (AID 488890) | Mycobacterium tuberculosis non-replicating, growth inhibition; higher % means a stronger effect | one-dose inhibition, % at 25 µM; IC50 in µM for titrated hits | hit rate 0.39% among 320,000; in the data active means a potency from the dose series; inconclusive means inhibition mostly from about 82% at the one dose, without a potency; inactive means the rest, 99 in 100 with inhibition below about 76%;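 further: plate controls were DMSO cells for no effect and high antibiotic wells for full effect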
# M. tuberculosis HTS = M. tuberculosis growth inhibition, HTS (AID 449762); one-dose inhibition, % at 25 µM; IC50 in µM for titrated hits; M. tuberculosis H37Rv growth inhibition, 7H9 media; higher % means a stronger effect; hit rate 0.59% among 330,000; in the data active means a potency from the dose series; inconclusive means inhibition above about 70% without an active follow-up result;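 further: bacterial growth assessed after seven days of incubation; strong numbers were not always called active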
# H1N1 NS1A inhibition = NS1A inhibition, H1N1 influenza, cell based functional assay (AID 504329). NS1A functional cell-based assay, percent inhibition; higher % means a stronger effect. inhibition, % at 12.5 µM; hits with a dose series show IC50 in µM. hit rate 0.3% among 340,000; in the data active means a potency from the dose series; inconclusive means inhibition above about 27% without an active follow-up result; further: strong numbers were not always called active
# VEEV TC-83 Vero 10K pilot screen = also measured in VEEV TC-83 Vero; calls as there; inhibition, %; measured here: 10K pilot screen inhibition
# Starred values were filed as active, the others as inactive; i = inactive; ? = inconclusive; · = not tested or not shown.
SMILES,VEEV TC-83 Vero,Salmonella PhoP GFP,M. tuberculosis,M. tuberculosis HTS,H1N1 NS1A inhibition,others
CN(CC(=O)NCCc1ccc(S(N)(=O)=O)cc1)CC(=O)Nc1cccc(F)c1,7.8%,·,·,·,1%,
COc1ccccc1C(=O)NC(=O)COC(=O)CCOc1ccc(C)cc1,2.3%,6%,6%,33%,-7%,
CCc1ccc(CNC(=O)CCn2nc(C)c3c(C)n(-c4ccccc4)nc3c2=O)cc1,1.2%,10%,-18%,4%,2%,
CCC1=C2CC[C@H]3C(=O)N(c4ccccc4)C(=O)[C@H]3[C@H]2[C@@]2(C)C(=NCC3CC3)OC(=O)N2C1=O,0.1%,-2%,-15%,3%,-9%,
CC(=O)Nc1ccc(S(=O)(=O)N(Cc2ccco2)CC2CCCO2)cc1 (stereo not given),0.9%,-2%,8%,-7%,-4%,
CC(=O)Nc1ccc(S(=O)(=O)Nc2nc3c(s2)CCCC3)cc1,4.6%,0%,12%,-5%,-19%,
CCOC(=O)c1nn(-c2ccc(F)cc2)c(=O)cc1OCC(=O)Nc1ccc(F)c(F)c1,1.1%,2%,-8%,4%,-1%,
Nc1ccc(-c2cnc3ccccc3n2)cc1,5.9%,1%,22%,-4%,·,
CC(C)C[C@@H](CNCC(=O)[C@H](C)NC(=O)c1[nH]cnc1C(=O)N[C@@H](C)CN)NC(=O)c1nc[nH]c1C(=O)N[C@@H](CC(=O)O)C(=O)O,0.3%,·,·,·,-26%,
CC(C)CNC(=O)c1c(N)n(Cc2ccco2)c2nc3ccccc3nc12,4.8%,3%,49%,?,-8%,
Cn1c(SCC(=O)N2CCCC2)nc2ccccc2c1=O,0.1%,5%,68%,1%,-2%,
Cc1nonc1C(=O)N/N=C/c1cccc(O)c1,0.2%,-9%,1%,3%,-5%,
Cc1ccc(Cn2ccc(NC(=O)c3cc(CC(C)C)on3)n2)cc1,0.7%,1%,?,?,-2%,
CCN(CC)CCn1c2c(c(SCC(=O)Nc3ccc4c(c3)OCCO4)nc1=O)CCC2,0.7%,4%,-1%,10%,0%,
COc1cccc(CNCc2ccc(OC)c3ccccc23)c1OC,2.5%,-3%,2%,6%,22%,
COc1ccc(C2C(C#N)=C(N)N(c3sc4c(c3C#N)CCCC4)C3=C2C(=O)CC(C)(C)C3)cc1 (stereo not given),1.4%,6%,14%,?,4%,
CCCC(=O)Nc1nnc(SCC(=O)N2CCCCC2)s1,0.4%,-1%,-2%,0%,4%,
NS(=O)(=O)c1cccc(NC(=O)CN2CCc3ccccc32)c1,1.9%,1%,4%,-5%,10%,
COc1ccc(C2=NN(C)C(=NCc3ccccc3)SC2)cc1,i,-3%,42%,26%,5%,VEEV TC-83 Vero 10K pilot screen=2.0
O=C(Nc1ccc(Cl)cc1)C(Cl)C(=O)c1ccccc1 (stereo not given),2.1%,9%,?,8%,0%,
CCC[n+]1c(C)sc2c3c(ccc21)CCCC3,8.5%,17%,32%,10%,20%,
O=C(Oc1c(Br)cc(C(=S)N2CCOCC2)cc1Br)c1ccc(Cl)cc1,1.2%,-2%,71%,31%,6%,
Cc1ccc(C(C)C)c(OCC(=O)N/N=C/C2CCCCC2)c1,1.3%,2%,15%,-2%,5%,
CCOC(=O)c1cnc2cc(Cl)c(OC)cc2c1NCC1CCCO1 (stereo not given),8.6%,-2%,-2%,-4%,-4%,
CCN(C[C@H]1N[C@@](CC)(C(=O)OC)[C@H]2C(=O)N(Cc3ccccc3)C(=O)[C@@H]12)S(=O)(=O)c1ccc(C(C)(C)C)cc1,3.4%,·,22%,-8%,0%,
CCc1ccc(N2CC(C(=O)Nc3ccc(S(=O)(=O)Nc4ncccn4)cc3)CC2=O)cc1 (stereo not given),1.0%,7%,13%,-3%,4%,
O=C(NCc1ccccn1)C(F)(F)C(F)(F)C(=O)NCc1ccccn1,3.3%,5%,-14%,1%,3%,
COc1ccccc1N1CCN(S(=O)(=O)c2cn(C)cn2)CC1,0.2%,0%,-5%,3%,-4%,
O=C(Nc1cccc(S(=O)(=O)N2CCOCC2)c1)c1ccc(N2CCCC2=O)cc1,i,·,5%,10%,4%,
CC(C)CCNC1c2ccccc2C(=O)N1Cc1ccccc1 (stereo not given),i,-9%,34%,6%,-5%,
COc1ccc(CCNC(=O)c2ccccc2NC(=O)C2=C(C)OCCS2)c(OC)c1,9.3%,-3%,33%,7%,-4%,
Cc1sc2ncnc(N3CCN(S(=O)(=O)c4ccccc4)CC3)c2c1C,7.4%,·,1%,4%,-1%,
Cc1cc(Cl)ccc1N1C(=O)CC(NNC(=O)c2cccnc2)C1=O (stereo not given),i,17%,6%,-8%,12%,
CN1CCc2nc(SC(C(=O)O)c3ccccc3)c(C#N)c(-c3cccs3)c2C1 (stereo not given),1.4%,-1%,-1%,-1%,15%,
COc1cccc(C2=NOC(C(=O)N3CCN(c4ccccc4)CC3)C2)c1OC (stereo not given),0.1%,12%,24%,-6%,28%,
CCOc1ccc(C(=O)CCC(=O)N2CCN(S(=O)(=O)c3cccc(F)c3)CC2)cc1,7.3%,·,10%,-3%,-6%,
COc1ccc(CCNC(=O)c2cnn3cccnc23)cc1OC,3.3%,-7%,3%,-12%,37%,
CC[C@@H]1C/C=C\Cc2ccccc2[C@H](C(=O)C[C@H](O)CC(C)=O)OC1=O,0.8%,·,5%,4%,-8%,
CCOC(=O)c1ccc(N(CC(=O)NC2CCCC2)C(=O)CNC(=O)c2ccco2)cc1,1.2%,10%,-11%,-7%,1%,
COC(=O)c1cccc(NC(=O)CSc2nc3cccnc3n2C)c1,2.9%,-3%,-5%,-5%,6%,
CC(C)CC1(C(=O)O)NC(c2ccccc2O)C2C(=O)N(C(C)C)C(=O)C21 (stereo not given),0.8%,-4%,·,-4%,-20%,
CCCC(=O)Nc1ccc(C(=O)NCCCn2ccnc2)cc1,0.3%,1%,-13%,-10%,-10%,
CCOc1cc(NC(=S)NCc2ccco2)c(OCC)cc1NC(=O)CC,0.1%,3%,42%,5%,-4%,
COc1ccc(C(=O)Nc2c(O)ccc3ccccc23)cc1,3.9%,7%,6%,-3%,-16%,
CC(C)C(=O)Nc1nnc(CSCc2ccccc2F)s1,2.7%,-5%,3%,-2%,-4%,
CC1=C(C#N)c2nc(N)c(C#N)c(C)c2/C1=C\c1ccc(C)cc1,·,13%,49%,-2%,·,
O=C(CS(=O)(=O)c1c[nH]c2ccccc12)Nc1ccc2c(c1)OCCO2,1.2%,12%,7%,3%,-8%,
O=C(c1cc2nc(-c3ccc(F)cc3)cc(C(F)(F)F)n2n1)N1CCOCC1,i,0%,2%,-2%,1%,
O=C(CN1CCCc2ccccc21)N/N=C/c1c(O)ccc2ccccc12,8.5%,-4%,-13%,13%,-4%,
CCCc1cc(=O)[nH]c(SCC(=O)N(C)CC(=O)Nc2ccc(F)cc2)n1,3.0%,·,-6%,-16%,-14%,

# (next part)
SMILES,VEEV TC-83 Vero,Salmonella PhoP GFP,M. tuberculosis,M. tuberculosis HTS,H1N1 NS1A inhibition,others
COc1ccccc1CNC(=O)c1cccc(S(=O)(=O)N2CCCC2)c1,4.3%,·,·,·,1%,
O=C(CCn1c(=S)oc2ccccc21)Nc1ccccc1Br,0.1%,14%,-5%,4%,-18%,
CCOC(=O)N(CC)OC(=O)Nc1ccc(Cl)cc1,i,3%,10%,2%,5%,
COc1ccc(NC(=O)c2cnc(SC)n2-c2ccc(F)cc2)c(OC)c1,3.2%,5%,26%,3%,-3%,
O=C(Cc1ccc(Cl)cc1)NNS(=O)(=O)c1ccc([N+](=O)[O-])cc1,i,-6%,4%,4%,-2%,
O=C(Cn1nc(C(F)F)cc1C(F)F)N/N=C/c1ccc2c(c1)OCO2,3.6%,-2%,3%,-7%,22%,
Cc1ccc(S(=O)(=O)C2(C(=O)N3CCCCC3C)CC2)cc1 (stereo not given),0.7%,1%,1%,-1%,5%,
N#Cc1c(Nc2ccccc2)c(/C=N/NCCO)c[nH]c1=O,0.5%,-3%,6%,44%,-1%,
COc1cc(CN2CCC(C)CC2)ccc1OCc1ccccc1,i,-4%,14%,-5%,-5%,
O=C(O)CC1S/C(=N/N=C/C=C/c2ccccc2[N+](=O)[O-])NC1=O (stereo not given),1.2%,8%,-1%,4%,0%,
CCC1(C)N=c2c(c(=O)n(C)c(=O)n2C)=NO1 (stereo not given),1.4%,-3%,18%,1%,-6%,
CCc1ccc(N2CC(C)Cn3c2nc2c3c(=O)n(CCN3CCOCC3)c(=O)n2C)cc1 (stereo not given),0.1%,-13%,2%,4%,-4%,
CN(NC(=O)c1ccccc1)c1ncc(C(F)(F)F)cc1Cl,0.0%,-7%,8%,0%,·,
CN1C(=O)CN=C(c2ccccc2Cl)c2cc(Br)ccc21,0.2%,5%,1%,-2%,-1%,
Cc1cc(S(=O)(=O)Nc2ccc3cn[nH]c3c2)c(C)cc1Cl,3.6%,-20%,63%,-4%,0%,
Cc1cccc(C(=O)NCC(=O)OCC(=O)c2ccc(C)s2)c1,0.1%,·,11%,2%,7%,
CC1(CCC(=O)N2CCCC(N3CCN(c4ccc(F)cc4)CC3)C2)CC1 (stereo not given),7.7%,-9%,27%,17%,0%,
CCC(CC)C1C(C#N)=C(N)Oc2n[nH]c(-c3ccccc3)c21 (stereo not given),0.2%,15%,5%,-7%,-1%,
Cc1ccc2c(c1)C(c1ccccc1)C(=O)O2 (stereo not given),2.5%,-2%,-4%,-2%,13%,
CNC(=O)Nc1ccccc1F,i,-4%,-3%,-7%,12%,
Cc1cc(C(F)(F)F)nc(SCC(=O)Nc2nccs2)n1,4.3%,-8%,-7%,-4%,-6%,
CCOc1ccc(-c2nc(-c3ccncc3)no2)cc1OCC,0.7%,8%,-2%,56%,5%,
O=C(CN1C(=O)COc2ccc(S(=O)(=O)N3CCCC3)cc21)Nc1cccc(F)c1,3.0%,-2%,12%,8%,4%,
COc1ccc(C(=O)NCC(=O)OCC(=O)c2cc(OC)c(OC)c(OC)c2)cc1OC,0.8%,9%,20%,-1%,7%,
Cc1ccc(-c2c(C)n([O-])c3c([n+]2=O)CCCCC3)o1,1.6%,-5%,-8%,-1%,6%,
CN1CCCC(C(=O)c2ccccc2)C1 (stereo not given),0.2%,-7%,-8%,-4%,3%,
Cc1ccc(OCC(O)CNC(C)c2ccccc2)cc1C (stereo not given),1.5%,-6%,25%,4%,12%,
Cc1csc(SC(C)C(=O)NCC(=O)Nc2ccc(F)c(F)c2F)n1 (stereo not given),i,4%,-6%,1%,6%,
COc1ccc(/C(N)=N/OC(=O)CCC2CCCC2)cc1OC,1.4%,-7%,4%,-5%,-15%,
COc1ccc(N2CCN(Cc3nc4cc(Cl)ccc4c(=O)[nH]3)CC2)cc1,1.4%,1%,1%,-4%,-6%,

# Arranged by molar mass (rising): some entries from above
SMILES,VEEV TC-83 Vero,Salmonella PhoP GFP,M. tuberculosis,M. tuberculosis HTS,H1N1 NS1A inhibition,others
CN1CCCC(C(=O)c2ccccc2)C1 (stereo not given),0.2%,-7%,-8%,-4%,3%,
Cc1cc(C(F)(F)F)nc(SCC(=O)Nc2nccs2)n1,4.3%,-8%,-7%,-4%,-6%,
Cc1csc(SC(C)C(=O)NCC(=O)Nc2ccc(F)c(F)c2F)n1 (stereo not given),i,4%,-6%,1%,6%,

# Going on with the list:
SMILES,VEEV TC-83 Vero,Salmonella PhoP GFP,M. tuberculosis,M. tuberculosis HTS,H1N1 NS1A inhibition,others
Cc1ccc(S(=O)(=O)N2CCOCC2)cc1NC(=O)CN1CCN(c2ccc(O)cc2)CC1,i,-10%,33%,-5%,-8%,VEEV TC-83 Vero 10K pilot screen=0.1
Cc1nnc2ccc(N3CCCCC3)nn12,i,-14%,-15%,-3%,20%,
CCOC(=O)c1c(CC(C)C)csc1NC=O,1.5%,-10%,-3%,10%,-7%,
Cc1cc(C)n(CC(O)COc2ccc(C(C)C)c(C)c2)n1 (stereo not given),i,8%,39%,19%,-22%,
COc1ccccc1C(C)NCC(=O)Nc1c(F)cccc1F (stereo not given),1.2%,4%,12%,3%,-4%,
Cn1cnc([N+](=O)[O-])c1Oc1cccc(O)c1,1.9%,4%,23%,-2%,-1%,
COc1ccc(-c2cc([N+](=O)[O-])ccc2OCC(=O)N(C)CC(=O)Nc2ccc(C)cc2)cc1,4.2%,·,·,·,-8%,
O=C(NC1CCCC1)NS(=O)(=O)c1ccccc1Cl,0.2%,2%,23%,4%,0%,
COc1ccc(C(=O)OCCN2C(=O)c3ccccc3C2=O)cc1OC,1.4%,·,·,·,-6%,
